Compound activity (PubChem)
Rpn11 block – blocks the human proteasome subunit Rpn11 | O00487 | human 26S proteasome, Ub4-pepOG fluorescence polarization; 20S core pre-blocked with epoxomicin | calls only at 20 µM | 0.59% of 360,000 active;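 active = inhibition at 20 µM, scaled to each plate's controls, above about 33%, limit read from the data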
Target sequence (O00487 whole entry, looked up): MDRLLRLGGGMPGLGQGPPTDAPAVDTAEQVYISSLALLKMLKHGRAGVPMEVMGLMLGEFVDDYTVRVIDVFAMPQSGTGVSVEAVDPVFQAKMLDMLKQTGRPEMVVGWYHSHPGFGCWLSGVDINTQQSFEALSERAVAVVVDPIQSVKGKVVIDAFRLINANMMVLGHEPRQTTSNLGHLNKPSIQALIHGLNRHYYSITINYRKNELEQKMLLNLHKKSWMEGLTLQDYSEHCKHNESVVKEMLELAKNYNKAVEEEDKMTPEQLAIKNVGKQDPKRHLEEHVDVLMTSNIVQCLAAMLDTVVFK
MLLE-PAM2 inh – inhibitors of microRNA-mediated deadenylation, human PABP1 MLLE binding. P11940. GST-MLLE / FITC-PAM2 fluorescence polarization. inhibition, % at 20 µM. 0.36% of 360,000 active. AID 588489; in the data active = inhibition above about 35%, passing the limit was not always enough;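 also: plate controls were DMSO wells with GST-MLLE for no effect and wells lacking GST-MLLE protein for full effect; some results filed as inactive read as strong as hits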
Target sequence (P11940 whole entry, looked up): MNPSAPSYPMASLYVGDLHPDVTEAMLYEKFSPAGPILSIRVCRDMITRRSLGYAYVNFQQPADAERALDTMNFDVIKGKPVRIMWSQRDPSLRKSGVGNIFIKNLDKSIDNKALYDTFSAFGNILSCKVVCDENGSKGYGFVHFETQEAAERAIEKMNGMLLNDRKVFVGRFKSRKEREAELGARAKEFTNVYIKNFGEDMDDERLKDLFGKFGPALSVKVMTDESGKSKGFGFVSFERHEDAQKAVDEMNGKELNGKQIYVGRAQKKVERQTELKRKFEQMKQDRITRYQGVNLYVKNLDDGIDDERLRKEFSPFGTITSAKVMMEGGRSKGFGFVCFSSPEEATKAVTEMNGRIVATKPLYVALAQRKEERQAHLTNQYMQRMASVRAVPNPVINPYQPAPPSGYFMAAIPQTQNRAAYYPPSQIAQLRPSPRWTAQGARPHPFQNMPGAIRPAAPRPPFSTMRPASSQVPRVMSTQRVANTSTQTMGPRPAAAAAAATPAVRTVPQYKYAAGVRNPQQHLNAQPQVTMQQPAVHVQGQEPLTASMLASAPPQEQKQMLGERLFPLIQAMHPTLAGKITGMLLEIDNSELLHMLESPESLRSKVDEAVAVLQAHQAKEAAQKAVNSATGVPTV
DNMT1 inh – DNMT1 (human) enzyme inhibition; DNMT1 molecular beacon, Hinp1I cleavage, fluorescence; inhibition (reported as % activation of signal), % at 10 µM; 0.83% of 360,000 active; in the data active = inhibition above about 50%
TbMetRS inhib – blocks T. brucei methionyl-tRNA synthetase activity; purified T. brucei MetRS, ATP depletion, Kinase-Glo luminescence; inhibition, % at 11.9 µM; 0.4% of 360,000 active;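 active = inhibition above a per-plate cutoff of the control wells' mean inhibition plus 3 SD, cut at about 5.5% in these data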;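 also: 0% = DMSO wells median and 100% = median of wells with control inhibitor compound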
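Material: parasite MetRS enzyme / Replication: singlicate, one well per compound / Signal: luminescence of leftover ATP / Schedule: 2 h aminoacylation at 25 °C after 15 min preincubation / Medium: HEPES-MgCl2-KCl buffer plus DTT, spermine, BSA, pyrophosphatase / Doses: 11.9 µM single point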
SUMO1-SIM PPI – SUMO1-SIM interaction modulation; SUMO1 binding to a labelled peptide, TR-FRET, 1 h; inhibition, % at 20 µM; 0.33% of 360,000 active; AID 602429; in the data active = inhibition above about 37%
Target sequence (P63165 whole entry, looked up): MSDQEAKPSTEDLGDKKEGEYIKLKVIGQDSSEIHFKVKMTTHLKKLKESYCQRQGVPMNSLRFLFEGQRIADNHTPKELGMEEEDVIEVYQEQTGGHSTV
NadD block – NadD (S. aureus) enzyme inhibition; purified NadD enzyme, colorimetric absorbance read-out; inhibition, % at 20 µM; 0.78% of 360,000 active; AID 602399; in the data active = inhibition above about 26%; also: some compounds past the cut are filed as inactive
LMPTP block – LMPTP (human) inhibition | recombinant LMPTP-A, OMFP fluorogenic substrate, fluorescence intensity | 0.22% of 360,000 active | inhibition, % at 20 µM | AID 651560 | P24666;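 active = compounds that cut the enzyme signal by at least half of the control window in the single-dose screen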;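 also: plate controls were DMSO wells with enzyme plus substrate for no effect and substrate without enzyme for full effect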
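Test system: LMPTP-A, protein tyrosine phosphatase of low molecular weight; Input: 0.625 nM enzyme; Incubation: 50 min dark incubation at room temperature; Signal: endpoint fluorescence intensity from OMFP dephosphorylation; Read-out basis: % inhibition versus control wells.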
Scp1 inh – blocks human Scp-1 phosphatase activity. Recombinant Scp1, phosphopeptide, malachite green phosphate absorbance. inhibition, % at 20 µM. AID 493091. 0.88% of 340,000 active. Q9GZU7;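 active = inhibition above about 50% at 20 µM, limit read from the data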;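 also: plate controls were DMSO wells with enzyme for no effect and wells lacking enzyme for full effect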
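Material: truncated SCP-1 phosphatase (76-261aa) / Buffer or medium: 50 mM Tris acetate pH 5.5, 0.005% Tween-20, 10 mM MgCl2 / Compound dosing: one concentration, 20 µM, with 1.0% DMSO / Incubation: 45 min room-temperature reaction, 5 min colour, 30 min stabiliser / Detection: colorimetric free-phosphate detection, absorbance 630 nm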
STEP inh – blocks human striatal-enriched tyrosine phosphatase. P54829. recombinant STEP, OMFP fluorogenic substrate, fluorescence. inhibition, % at 20 µM. 0.25% of 360,000 active. AID 588621;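 active = inhibition at 20 µM, scaled per plate between control wells, above about 37%, limit read from the data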;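 also: 0% = DMSO with enzyme and substrate and 100% = substrate only without enzyme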
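Measure: Control-normalized % inhibition with plate pattern correction | Test system: STEP phosphatase, cell-free reaction | Medium: pH 6.0 Bis-Tris with DTT and Tween 20 | Technique: Fluorescence, 480/540 nm | Times: Reaction 20 min, ambient temperature | Doses: Single compound dose of 20 µM, 1% DMSO final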
CSN inh – blocks human CSN-mediated cullin deneddylation; Q92905; Purified CSN, SCF-Nedd8-OG deneddylation, fluorescence polarization; inhibition, % at 12.5 µM; 0.38% of 360,000 active; AID 651999;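 active = pattern-corrected inhibition above about 35%, with an unprinted fluorescence ratio check between 0.5 and 1.5, limit read from the data, passing the limit was not always enough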;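 also: 0% = enzyme with substrate and 100% = substrate without enzyme; some results filed as inactive read as strong as hits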
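Test system: purified human Csn5 enzyme expressed in HEK293T cells. Amount: 0.24 nM enzyme. Reagent: SCFSkp2-Nedd8OG substrate at 10 nM final. Schedule: 90 min incubation of compound, enzyme and substrate at room temperature. Detection: fluorescence polarization. Read-out: % inhibition of substrate cleavage by Csn5.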
* = called active by the depositor.

COc1ccccc1Nc1nc(N)nc(CSc2nncn2C)n1 was read as Rpn11 block inactive, MLLE-PAM2 inh -4, DNMT1 inh -1, TbMetRS inhib 0.0, SUMO1-SIM PPI -2, NadD block -2, LMPTP block -0.9, Scp1 inh 3, STEP inh -2 and CSN inh 7.
Screening COCCN(C(=S)Nc1cccc(C)c1C)C(C)c1ccco1 (stereo not given) returned Rpn11 block inactive, MLLE-PAM2 inh -64, DNMT1 inh 1, TbMetRS inhib -0.6, SUMO1-SIM PPI -2, NadD block 1, LMPTP block 0.5, Scp1 inh -10, STEP inh 0 and CSN inh 2.
Screening CC(C)[C@H](NC(=O)c1ccccc1)C(=O)OCc1nc2scc(-c3ccccc3)c2c(=O)[nH]1 returned Rpn11 block inactive, MLLE-PAM2 inh -9, DNMT1 inh -2, TbMetRS inhib -0.1, SUMO1-SIM PPI 8, NadD block 0, LMPTP block 1.8, Scp1 inh -12, STEP inh 1 and CSN inh -5.
Screening CN(C(=O)c1nc(-c2ccccc2)n(-c2ccccc2)n1)C1CCS(=O)(=O)C1 (stereo not given) returned Rpn11 block inactive, MLLE-PAM2 inh 4, DNMT1 inh 0, TbMetRS inhib -0.2, SUMO1-SIM PPI 4, NadD block -5, LMPTP block -0.1, Scp1 inh -2, STEP inh 0 and CSN inh -4.
Screening CCCC(=O)C1=C(O)C(C(=O)OC)C(C)(C)CC1=Nc1ccc(N)cc1 (stereo not given) returned Rpn11 block inactive, MLLE-PAM2 inh -18, DNMT1 inh -1, TbMetRS inhib -0.1, SUMO1-SIM PPI -1, NadD block 0, LMPTP block -1.7, Scp1 inh -7, STEP inh 2 and CSN inh -6.
Screening Cc1ccc(NC(=O)CS(=O)CC(=O)N2CCN(C3CCCC3)CC2)cc1 (stereo not given) returned Rpn11 block inactive, MLLE-PAM2 inh 4, DNMT1 inh 1, TbMetRS inhib 0.7, SUMO1-SIM PPI 4, NadD block 4, LMPTP block 0.1, Scp1 inh -6, STEP inh 4 and CSN inh 3.
Screening CCCc1ccc(Oc2cc(NN3CCCCC3)c([N+](=O)[O-])cc2[N+](=O)[O-])cc1 returned Rpn11 block inactive, MLLE-PAM2 inh -4, DNMT1 inh 1, TbMetRS inhib -0.3, SUMO1-SIM PPI -2, NadD block 8, LMPTP block 0.1, Scp1 inh 14, STEP inh -2 and CSN inh -2.
For CC(C)(C)C(=O)Cn1c(=O)n(-c2ccc(F)cc2F)c(=O)c2sccc21 the results were Rpn11 block inactive, MLLE-PAM2 inh -6, DNMT1 inh 1, TbMetRS inhib -0.6, SUMO1-SIM PPI -4, NadD block -8, LMPTP block -0.7, Scp1 inh -4, STEP inh 2 and CSN inh -1.
Screening COc1ccc(S(=O)(=O)N2CCN(C)CC2)cc1 returned Rpn11 block inactive, MLLE-PAM2 inh 2, DNMT1 inh -2, TbMetRS inhib 0.2, SUMO1-SIM PPI 0, NadD block -4, LMPTP block -1.7, Scp1 inh 0, STEP inh -3 and CSN inh 1.
Nc1ccccc1Nc1cc(-c2ccccc2)nn1-c1cccc(Cl)c1 was read as Rpn11 block inactive, MLLE-PAM2 inh 21, DNMT1 inh -25, TbMetRS inhib -0.7, SUMO1-SIM PPI 2, NadD block 8, LMPTP block 5.0, Scp1 inh 2, STEP inh -2 and CSN inh -4.
For Cc1ccc2c(c1)cc(CN(Cc1cccnc1)C(=O)c1ccccc1)c1nnnn12 the results were Rpn11 block inactive, MLLE-PAM2 inh 1, DNMT1 inh -1, TbMetRS inhib -0.6, SUMO1-SIM PPI 2, NadD block 2, LMPTP block -0.3, Scp1 inh 1, STEP inh -1 and CSN inh -2.
`CC(C)C[C@@H]1CN(CCCC[C@H]2CNC(=O)C(=O)N2CCC2CCCCC2)C(=O)C(=O)N1CCC1CCCCC1` gave TbMetRS inhib -1.0, SUMO1-SIM PPI 6, NadD block 10, LMPTP block -0.5 and CSN inh 3.
CCC(CC)C(=O)Nc1ccc(C(=O)Nc2cc(C)on2)cc1 was read as Rpn11 block inactive, MLLE-PAM2 inh 11, DNMT1 inh -2, TbMetRS inhib -0.7, SUMO1-SIM PPI 2, NadD block -6, LMPTP block -1.4, Scp1 inh -9, STEP inh -1 and CSN inh 3.
`O=C(CSc1nc2cc(Cl)ccc2s1)c1ccco1` gave Rpn11 block inactive, MLLE-PAM2 inh -37, DNMT1 inh 2, TbMetRS inhib -0.3, SUMO1-SIM PPI 2, NadD block 1, LMPTP block 1.7, Scp1 inh -11, STEP inh 4 and CSN inh 4.
FC(F)(F)c1cccc(CNC2c3ccccc3-c3ccccc32)c1 was read as Rpn11 block inactive, MLLE-PAM2 inh 1, DNMT1 inh 2, TbMetRS inhib 0.2, SUMO1-SIM PPI 9, NadD block 0, LMPTP block 1.5, Scp1 inh -3, STEP inh 4 and CSN inh -2.

Three entries already listed, arranged by number of heavy atoms, high to low:
For Cc1ccc2c(c1)cc(CN(Cc1cccnc1)C(=O)c1ccccc1)c1nnnn12 the results were Rpn11 block inactive, MLLE-PAM2 inh 1, DNMT1 inh -1, TbMetRS inhib -0.6, SUMO1-SIM PPI 2, NadD block 2, LMPTP block -0.3, Scp1 inh 1, STEP inh -1 and CSN inh -2.
For CC(C)(C)C(=O)Cn1c(=O)n(-c2ccc(F)cc2F)c(=O)c2sccc21 the results were Rpn11 block inactive, MLLE-PAM2 inh -6, DNMT1 inh 1, TbMetRS inhib -0.6, SUMO1-SIM PPI -4, NadD block -8, LMPTP block -0.7, Scp1 inh -4, STEP inh 2 and CSN inh -1.
COc1ccccc1Nc1nc(N)nc(CSc2nncn2C)n1 was read as Rpn11 block inactive, MLLE-PAM2 inh -4, DNMT1 inh -1, TbMetRS inhib 0.0, SUMO1-SIM PPI -2, NadD block -2, LMPTP block -0.9, Scp1 inh 3, STEP inh -2 and CSN inh 7.

Further compounds follow.
Screening COc1ccc2ccc(Oc3ncccn3)cc2c1 returned Rpn11 block inactive, MLLE-PAM2 inh 7, DNMT1 inh 0, TbMetRS inhib 0.7, SUMO1-SIM PPI 3, NadD block -1, LMPTP block -1.9, Scp1 inh -2, STEP inh 0 and CSN inh -2.
`O=C(NCc1ccc(F)cc1)c1c(O)c2cccc3c2n(c1=O)CCC3` gave Rpn11 block inactive, MLLE-PAM2 inh -3, DNMT1 inh 5, TbMetRS inhib -0.3, SUMO1-SIM PPI 24, NadD block 2, LMPTP block -1.9, Scp1 inh -8, STEP inh 1 and CSN inh -1.
For CC1CCCCN1S(=O)(=O)c1cccc2cccnc12 (stereo not given) the results were Rpn11 block inactive, MLLE-PAM2 inh 8, DNMT1 inh 3, TbMetRS inhib -0.6, SUMO1-SIM PPI 4, NadD block -7, LMPTP block -0.3, Scp1 inh -3, STEP inh -2 and CSN inh 0.
Clc1ccc(COn2c(-c3ccc(Cl)cc3)nc3ccccc32)cc1 was read as Rpn11 block inactive, MLLE-PAM2 inh 3, DNMT1 inh -5, TbMetRS inhib 0.0, SUMO1-SIM PPI 2, NadD block 11, LMPTP block 6.5, Scp1 inh 2, STEP inh 4 and CSN inh -5.
`CC(=O)C1C(c2ccc(Br)cc2)c2c(noc2C)CC1(C)O` (stereo not given) gave Rpn11 block inactive, MLLE-PAM2 inh 0, DNMT1 inh -4, TbMetRS inhib -0.9, SUMO1-SIM PPI 2, NadD block -4, LMPTP block 0.4, Scp1 inh -3, STEP inh 0 and CSN inh 4.
Screening CCOC(=O)c1sc(NC(=O)CCN2CCOCC2)c(C(=O)OCC)c1C returned Rpn11 block inactive, MLLE-PAM2 inh -6, DNMT1 inh 26, TbMetRS inhib -0.1, SUMO1-SIM PPI 8, NadD block -5, LMPTP block 0.4, Scp1 inh 1, STEP inh 5 and CSN inh 5.
O=C(c1ccco1)N1CCN(C(=S)NCc2ccc(F)cc2)CC1 was read as Rpn11 block inactive, MLLE-PAM2 inh -141, DNMT1 inh -2, TbMetRS inhib -0.2, SUMO1-SIM PPI -2, NadD block 3, LMPTP block -0.6, Scp1 inh -14, STEP inh 2 and CSN inh 2.
For OC(CNCc1ccncc1)c1ccccc1 (stereo not given) the results were Rpn11 block inactive, MLLE-PAM2 inh 0, DNMT1 inh 13, TbMetRS inhib -0.5, SUMO1-SIM PPI -1, NadD block 7, LMPTP block -0.8, Scp1 inh -5, STEP inh -2 and CSN inh 0.
Screening CC1(CCc2ccccc2)NC(=O)N(CC(=O)Nc2ccc(S(N)(=O)=O)cc2)C1=O (stereo not given) returned Rpn11 block inactive, MLLE-PAM2 inh 15, DNMT1 inh -1, TbMetRS inhib -0.3, SUMO1-SIM PPI 1, NadD block -4, LMPTP block -0.9, Scp1 inh -12, STEP inh -2 and CSN inh -2.
Screening N#Cc1ccc(NC(=O)CSc2n[nH]c(=O)n2C2CC2)cc1 returned Rpn11 block inactive, MLLE-PAM2 inh -3, DNMT1 inh 1, TbMetRS inhib -0.2, SUMO1-SIM PPI -1, NadD block -5, LMPTP block -0.7, Scp1 inh -8, STEP inh -2 and CSN inh 0.
`COc1ccccc1CNCC(=O)Nc1cc(S(=O)(=O)N2CCOCC2)ccc1Cl` gave Rpn11 block inactive, MLLE-PAM2 inh 0, DNMT1 inh 1, TbMetRS inhib -0.4, SUMO1-SIM PPI 0, NadD block -2, LMPTP block -0.2, Scp1 inh -6, STEP inh 2 and CSN inh -7.
For O=C(/C=C/c1ccccc1)NC1CCSC1=O (stereo not given) the results were Rpn11 block inactive, MLLE-PAM2 inh 3, DNMT1 inh 0, TbMetRS inhib -0.2, SUMO1-SIM PPI -4, NadD block -3, LMPTP block 1.5, Scp1 inh -2, STEP inh 1 and CSN inh -7.
For Fc1ccc(Oc2nnnn2-c2ccccc2)cc1 the results were Rpn11 block inactive, MLLE-PAM2 inh 1, DNMT1 inh -1, TbMetRS inhib -0.3, SUMO1-SIM PPI 3, NadD block -8, LMPTP block 0.8, Scp1 inh -6, STEP inh 0 and CSN inh 0.
For COc1ccc2nc(C)cc(N3CCOCC3)c2c1 the results were Rpn11 block inactive, MLLE-PAM2 inh 0, DNMT1 inh -2, TbMetRS inhib -0.1, SUMO1-SIM PPI 2, NadD block -3, LMPTP block 1.1, Scp1 inh -4, STEP inh -1 and CSN inh 0.
CS(=O)(=O)Nn1cnc2ccccc2c1=O was read as Rpn11 block inactive, MLLE-PAM2 inh 1, DNMT1 inh 2, TbMetRS inhib -1.6, SUMO1-SIM PPI 2, NadD block 3, LMPTP block -0.1, Scp1 inh -3, STEP inh -3 and CSN inh -7.
